# Source: PubChem (National Center for Advancing Translational Sciences (NCATS))
# RXFP1 antagonist: qHTS Assay for Antagonists of the Relaxin Receptor RXFP1; activity change, negative = inhibition, % at 57.5 µM; hit rate 0.59% among 350,000; HEK293-RXFP1, relaxin-stimulated cAMP HTRF, 30 min; active compounds read low; AID 1259400, 2018; Relaxin receptor 1 (Homo sapiens), Q9HBX9;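 active = activity change of -60% or lower, but not beyond a set lower limit; inconclusive = change between -60% and -40%, or beyond the set limit; inactive = change above -40%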; also: % is scaled to controls: 0 for no effect and ±100 for the full control effect
# Vif-A3G inh: qHTS for Inhibitors of Vif-A3G Interactions: qHTS; DNA dC->dU-editing enzyme APOBEC-3G (Homo sapiens), Q9HC16; HeLa A3G-eYFP + Vif (tagged APOBEC3G with the HIV-1 protein that degrades it), YFP fluorescence, overnight; Potency, µM (titrated, usually from 46.1 µM), inactives show top-dose activity, negative = active, usual class: inhibitors; hit rate 0.076% among 410,000; AID 602310, 2012;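 also: potency is read from the fitted curve at half-maximal effect; % is scaled to controls: 0 for no effect and ±100 for the full control effect; nearly all actives have a fitted effect of over 60% in size; hits raise eYFP signal because A3G escapes Vif-driven loss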
# Target sequence (Q9HC16 whole entry, looked up): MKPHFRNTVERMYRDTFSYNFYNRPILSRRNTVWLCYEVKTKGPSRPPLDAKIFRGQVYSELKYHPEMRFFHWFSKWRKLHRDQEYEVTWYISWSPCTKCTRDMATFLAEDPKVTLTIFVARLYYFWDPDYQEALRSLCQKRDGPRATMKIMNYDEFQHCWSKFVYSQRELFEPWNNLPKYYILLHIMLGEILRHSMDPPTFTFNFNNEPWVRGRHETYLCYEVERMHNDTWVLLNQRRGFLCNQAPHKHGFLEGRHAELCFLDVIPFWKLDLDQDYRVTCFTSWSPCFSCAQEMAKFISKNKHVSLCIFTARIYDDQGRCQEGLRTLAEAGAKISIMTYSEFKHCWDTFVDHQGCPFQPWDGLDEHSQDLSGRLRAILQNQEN
#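 Read-out is eYFP fluorescence (Ex 488/Em 500-530) from Vif-expressing HeLa A3G-eYFP cells; more signal means A3G escaped Vif-mediated degradation. Cells plated overnight, compound pinned in, incubated overnight at 37 deg C.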
# D1 antag: Antagonist of Human D 1 Dopamine Receptor: qHTS; hit rate 3.2% among 360,000; activity change, negative = inhibition, % at 10 µM; HEK293 TREx D1 cells, calcium flux, dopamine EC80; active compounds read low; in the data active = activity change below about -30%; also: % is scaled to controls: 0 for no effect and ±100 for the full control effect
# Target sequence (P21728 whole entry, looked up): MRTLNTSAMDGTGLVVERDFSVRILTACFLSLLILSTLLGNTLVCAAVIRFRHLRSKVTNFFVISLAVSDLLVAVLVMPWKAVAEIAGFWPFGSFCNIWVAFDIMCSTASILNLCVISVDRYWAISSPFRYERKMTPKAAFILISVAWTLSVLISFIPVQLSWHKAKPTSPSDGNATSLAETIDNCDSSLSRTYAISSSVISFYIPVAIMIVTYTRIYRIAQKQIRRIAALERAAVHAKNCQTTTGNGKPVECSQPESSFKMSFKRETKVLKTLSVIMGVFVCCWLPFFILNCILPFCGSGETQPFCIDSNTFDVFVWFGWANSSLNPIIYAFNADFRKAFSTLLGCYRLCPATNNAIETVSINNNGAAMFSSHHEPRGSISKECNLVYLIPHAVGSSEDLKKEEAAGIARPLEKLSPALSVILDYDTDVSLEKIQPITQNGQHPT
#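 HEK293 T-REx cells expressing inducible, force-coupled D1 receptor; no-wash Ca dye, 30–90 min RT. Cmpd → 180 s read at 1 Hz → EC80 DA → 180 s read.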
# Vif-A3F inh: qHTS for Inhibitors of Vif-A3F Interactions: qHTS. Potency, µM (top dose mostly 46.1 µM), for inactives: top-dose activity, negative = active. HeLa A3F-eYFP + Vif (tagged APOBEC3F with the HIV-1 protein that degrades it), YFP fluorescence increase. AID 602313, 2012. hit rate 0.2% among 390,000; also: potency is read from the fitted curve at half-maximal effect; % of control where 0% means no effect; nearly all actives have a fitted effect of over 65% in size
#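 Fluorescence increase (Ex 488/Em 500-530) after overnight compound treatment at 37 deg C flags inhibition of Vif-driven A3F-eYFP loss in stable HeLa A3F-eYFP/Vif cells seeded overnight beforehand.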
# RXFP1 ag: qHTS Assay for Agonists of the Relaxin Receptor RXFP1; Relaxin receptor 1 (Homo sapiens), Q9HBX9; HEK293T-RXFP1 cAMP TR-FRET, 30 min; response scale: percent of porcine relaxin response, buffer zero; hit rate 0.3% among 370,000; Potency, µM (doses to about 57.5 µM), for the others: at the top dose activation, usual class: activators; also: potency is read from the fitted curve at half-maximal effect; % is scaled to controls: 0 for no effect and ±100 for the full control effect; nearly all actives have a fitted effect of over 60% in size; many of its hits are not listed in these tables
#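 HEK293 cells stably expressing RXFP1, treated 30 min at 37C with compounds plus PDE4 inhibitor Ro 20174; cAMP measured by HTRF TR-FRET. Normalized to buffer and 29 nM porcine relaxin; EC50 by Hill fit.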
# Glioma ERSR ind: qHTS for Inducers of the Endoplasmic Reticulum Stress Response (ERSR) in Human Glioma: qHTS; Potency, µM, inactives show at the highest dose activation, most hits filed as activators; U87-MG GRP78 promoter luciferase reporter, 16 h; hit rate 0.02% among 420,000; also: potency is read from the fitted curve at half-maximal effect; series mostly up to about 76 µM; % of control where 0% means no effect; nearly all actives have a fitted effect of over 35% in size
#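 Stably transfected U87-MG glioma cells carrying a GRP78-based luciferase sensor; 16 h compound incubation. Luminescence end-point read 10 min after Bright-Glo addition at room temperature.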
# D1 potentiator: Potentiators of Human D1 Dopamine Receptor: qHTS; HEK293 TREx D1 cells, calcium flux, dopamine EC20 potentiation; potentiation, % at 10 µM; hit rate 0.036% among 360,000; AID 504651, 2011; in the data active = potentiation above about 30%; also: 0% is about no effect
# D1 ag: Allosteric Agonists of the Human D1 Dopamine Receptor: qHTS; D(1A) dopamine receptor (Homo sapiens), P21728; HEK293 T-REx D1 cells, calcium flux, agonist mode; activation, % at 2 µM; hit rate 1% among 360,000; in the data active = activation above about 30%; also: 0% is about no effect
#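 Tetracycline-induced HEK293 TREx D1 cells, force-coupled to calcium signalling, were dye-loaded with a no-wash calcium kit. Compound was pin-added after a 10 s baseline. Fluorescence was read kinetically at 1 cycle/s for 180 s, with calcium rises flagged as agonism.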
# D2 PAM: HTS Assay for Positive Allosteric Modulators of the Human D2 Dopamine Receptor: Primary Screen for Potentiators | D(2) dopamine receptor (Homo sapiens), P14416 | HEK293 T-REx D2, calcium flux, EC20 dopamine potentiation | potentiation, % at 10 µM | hit rate 0.34% among 340,000 | AID 485347, 2010;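 active = potentiation over 3 SD above the plate norm, cut at about 30% in these data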; also: 0% is about no effect
#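 Tetracycline-induced HEK293 T-REx cells force-coupled to calcium signalling expressed D2; compounds were pin-added after a 10 s baseline, read kinetically 180 s, then an EC20 dopamine challenge followed with a further 180 s calcium read.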
# Active calls of the source: *; ? = inconclusive; / = no result given; & = joins results of further samples. Unless noted, calls follow the shape of the dose curve; as a rule, active = well fitted curve in the direction sought with a large enough effect; inconclusive = small, poorly fitted or top-dose-only effect, or another doubt; inactive = no such curve, though single readings can be large; an effect the other way counts as inactive or inconclusive. An excerpt. The share of hits here may be higher or lower than overall.
# Each structure is followed by: RXFP1 antagonist	Vif-A3G inh	D1 antag	Vif-A3F inh	RXFP1 ag	Glioma ERSR ind	D1 potentiator	D1 ag	D2 PAM
> COc1ccc(CNC(=O)C2CCCN(S(=O)(=O)c3cc(C)ccc3OC)C2)cc1 (stereo not given)
  -5.7	0.7%	5.6	-8.8%	1.5%	-3.3%	-0.1	-1.2	7.3
> CC(=O)c1ccc(N2CCN(S(=O)(=O)c3ccc(-c4cnc(C5CC5)o4)cc3)CC2)cc1
  -4.3	-6.7%&4.9%	-15.4&6.5	-4.9%&-1.8%	6.3%&-0.3%	1.0%&-1.3%	-2.9&-0.1	2.8&-1.6	3.4&9.3
> CC(Oc1ccc2ccc(=O)oc2c1)C(=O)NC1CC(C)(C)NC(C)(C)C1 (stereo not given)
  16.3	-6.5%	-9.1	-5.8%	-0.2%	-3.2%	-6.5	3.2	6.9
> Cc1ccc(S(=O)(=O)CC(=O)N2CCN(c3cccc(C(F)(F)F)c3)CC2)cc1
  -19.2	2.2%	-9.4	4.1%	0.0%	-0.1%	-4.2	6.6	-4.5
> C[C@H](CO)N1C[C@H](C)[C@@H](CN(C)C(=O)Nc2ccc3c(c2)OCCO3)OCc2cnnn2CCCC1=O
  0.7	-0.1%	/	1.1%	/	2.2%	/	/	/
> CCOC(=O)CSc1nnc(-c2nnc(SCC(=O)OCC)n2CC)n1CC
  -16.3	-1.0%	2.6	-5.4%	-1.2%	-1.7%	0.1	2.5	-5.7
> CC(C)(C)n1ncc2c(=O)n(Cc3cccc(Cl)c3)cnc21
  0.6	-2.1%&1.1%	9.4	-9.6%	0.5%	3.4%&1.4%	-2.4	2.4	-6.9
> O=C(CC12CC3CC(CC(C3)C1)C2)NC(=S)Nc1ccc(CN2CCOCC2)cc1
  -0.6	7.8%	-0.4	13.9%	0.1%	-6.2%	-0.7	1.2	7.4
> Clc1ccccc1CN1CCSCC1
  0.0	-8.2%	2.4	-0.6%	-3.1%	-2.2%	7.5	-0.1	-4.1
> COc1ccc(NC(=O)CSc2nc(N)c(NC(=O)c3ccccc3F)c(=O)[nH]2)cc1
  0.8	-1.0%	8.3	3.5%	-2.8%	-0.6%	-0.7	1.2	1.5
> C=CCn1c(COc2ccc(OC)cc2)nnc1SCn1nnc2ccccc2c1=O
  -2.0	0.6%	-14.8	-3.1%	2.4%	-2.8%	-2.8	10.3	-0.7
> Oc1ccc(-c2csc(-c3cccnc3)n2)cc1O
  3.3	?	-2.6	-25.5%	0.0%	-2.4%	-0.1	-1.8	-10.4
> Cc1cccc(CC(=O)NC2CC(=O)N(c3ccc4c(c3)OCCO4)C2)c1 (stereo not given)
  /	-1.2%	/	4.5%	-2.9%	-1.4%	-1.2	-4.8	7.9
> CCOc1ccc(S(=O)(=O)N2CCCC(C(=O)N3CCCC3)C2)cc1 (stereo not given)
  -9.2	-0.8%	1.3	10.9%	0.3%	-2.6%	-1.6	2.2	-10.6
> COc1ccc2c(-c3ccccc3)cc(SCC(=O)NC(N)=O)nc2c1
  9.7	1.4%	6.3	-6.3%	?	1.5%	1.4	4.5	-3.7
> O=C(c1ccc2ccccc2c1)c1cccc(F)c1C(=O)O
  2.0	-5.6%	/	-8.9%	/	-2.7%	/	/	/
> O=C(CCC(=O)N1CCSc2ccccc21)NCc1cccc(Cl)c1
  -17.1	-3.2%	0.6	5.4%	1.8%	-2.0%	-5.6	4.8	-9.5
> COc1cc(C)c(S(=O)(=O)N2CCCC2)cc1C
  1.7	-4.8%	5.9	7.4%	-0.3%	-4.8%	0.9	-0.4	3.2
> NS(=O)(=O)c1ccc(NC(=O)CSc2ncnc3ccccc23)cc1
  -6.2	-1.9%	10.4	?	?	-3.7%	-6.2	3.6	6.0
> O=S(=O)(Cc1ccccc1)c1nc2ccccc2n1Cc1ccccn1
  -7.8	0.7%	1.6	-1.6%	-0.7%	-2.7%	1.4	0.1	23.1
> Cc1ccc(-c2nnc(CSc3nnc(C)s3)o2)cc1
  13.7	-6.6%	6.4	-1.8%	2.1%	6.6%	5.2	3.0	11.9
> O=C(Nc1cccc(S(=O)(=O)N2CCCCC2)c1)c1ccc2c(=O)n3c(nc2c1)CCCCC3
  2.0	0.6%	-13.0	-1.6%	0.6%	-0.5%	3.5	4.4	4.0
> O=C(CN1C(=O)S/C(=C/c2ccncc2)C1=O)N1CCOCC1
  -15.8	1.1%	4.8	-4.1%	2.1%	-2.8%	-7.2	4.7	/
> CC1=C(C(=O)N(C)C)CC(CC(=O)NCC2CCCCC2)C(=O)N1Cc1ccccc1 (stereo not given)
  -2.2	-0.8%	/	-5.1%	/	-3.7%	/	/	/
> CC(C)c1nnc(NC(=O)c2ccc(S(=O)(=O)N3CCOCC3)cc2)s1
  1.0	-0.1%	0.7	0.3%	17.6%	-2.5%	-3.1	4.1	17.9
> CN(C)C=Nc1ccc2nn(-c3ccccc3)nc2c1
  -3.3	-17.1%	-5.9	4.6%	6.2%	-2.6%	-3.0	5.4	2.8
> Cc1ccc(CCNS(=O)(=O)c2ccc3c(c2)C(C(C)C)C(=O)N3)cc1 (stereo not given)
  /	1.8%	4.4	1.3%	1.1%	-2.8%	-2.2	13.6	-10.8
> O=[N+]([O-])c1ccc(F)cc1OCc1nc(-c2cccs2)no1
  13.5	-14.3%	-0.6	-23.4%	-0.7%	4.2%	-2.1	4.9	-6.7
> c1ccc(N=C2SCCCS2)cc1
  21.4	-7.7%	/	-12.0%	/	0.6%	/	/	/
> O=C(CCNC(=O)c1ccc(Br)cc1)Nc1cccc(S(=O)(=O)N2CCCC2)c1
  7.4	0.3%	-11.4	-12.0%	-0.5%	-4.0%	-8.4	0.2	-1.0
> O=C(NCc1ccc2c(c1)OCO2)C1CC(c2ccccc2O)=NO1 (stereo not given)
  -13.8	0.6%	-8.5	1.2%	-0.6%	-3.8%	-9.6	7.8	11.6
> O=C(COc1cccc(Cl)c1)N1CCC(c2nc3ccccc3o2)CC1
  ?	1.5%	8.4	-7.3%	1.4%	-0.3%	-0.2	-3.2	-9.1
> COCCn1c(SCC(=O)Nc2c(C)n(C)n(-c3ccccc3)c2=O)nc2ccccc2c1=O
  3.3	-1.5%	6.9	1.5%	-0.9%	-4.8%	0.8	0.7	-11.1
> CC(=O)NC(=Cc1ccccc1)C(=O)N1CCCC1C(=O)O (stereo not given)
  4.1	2.2%	/	3.2%	/	-4.1%	/	/	/
> Cc1ccc(NC(=O)CSc2n[nH]c(-c3ccccn3)n2)cc1
  -9.2	?	-6.5	?	3.4%	-2.1%	9.3	1.6	/
> O=C(NCCc1ccc(Cl)cc1)c1cc(S(=O)(=O)N2CCCC2)ccc1F
  -3.3	0.2%	/	-0.7%	/	0.1%	/	/	/
> Cc1cc(C)c(S(=O)(=O)N2CCOC2CNC(=O)C(=O)NCCCn2ccnc2)c(C)c1 (stereo not given)
  4.9	6.2%	9.0	-21.1%	0.0%	-4.8%	1.3	1.6	-1.5
> CC(C)C(=O)Nc1ccc(C(=O)Nc2nnc(C(C)(C)C)s2)cc1
  -0.8	-6.5%	-18.9	16.2%	-0.9%	-1.9%	-2.6	1.6	2.6
> O=C(O)c1cc(S(=O)(=O)NCC2COc3ccccc3O2)ccc1Cl (stereo not given)
  1.5	-5.1%	/	-2.0%	/	-6.2%	/	/	/
> CCOc1ccc(S(=O)(=O)NCC(c2ccc(N(C)C)cc2)N2CCCC2)cc1 (stereo not given)
  -30.6	5.1%	-2.7	1.4%	0.9%	-3.3%	-0.1	-0.2	1.7
> CC[C@H](C)NC(=O)c1ccc(Cn2c(=S)[nH]c3c([nH]c4ccc(OC)cc43)c2=O)cc1
  -64.1*	-10.6%	9.2	-12.6%	3.5%	1.9%	-6.0	3.5	0.4
> Cc1ccc(NC(=O)C(OC(=O)c2ccc(O)cc2)c2ccccc2)cc1Cl (stereo not given)
  -3.2	-7.4%	-41.0*	-2.2%	3.6%	-2.0%	2.8	7.6	-8.7
> CCC(NC(=O)NNC(N)=S)(C(F)(F)F)C(F)(F)F
  -3.5	0.8%	-21.0	?	7.3%	-2.9%	-2.4	6.7	5.1
> C[C@H](NC(=O)[C@@H]1Cc2ccccc2CN1)C(=O)Nc1ccc2c(c1)OCO2
  2.4	0.9%	0.3	3.3%	-3.4%	6.4%	0.1	1.6	-1.0
> O=C(CO/N=C/c1ccccc1O)N1CCc2ccccc21
  2.3	0.2%	5.5	-2.9%	1.8%	5.2%	2.5	0.7	/
> C=CCc1cc(Cl)ccc1OCCCNC(C)C
  -12.4	0.0%	-13.7	13.9%	2.5%	-5.3%	-11.9	16.1	-23.6
> Cc1cc(NC(=O)CSc2nnc(Nc3ccccc3)s2)no1
  /	2.7%	12.5	-7.3%	-0.3%	-1.5%	-3.7	-2.1	-4.8
> COc1cc(NC(=O)/C=C/c2ccccc2)c(C(=O)O)cc1OC
  7.9	-4.4%	6.2	2.7%	1.9%	1.5%	0.9	2.5	-9.5
> CCC(C)C(NC(=O)c1ccccc1)C(=O)N1CCN(C(=O)c2ccccc2)CC1 (stereo not given)
  1.5	1.1%	/	-2.7%	/	-5.9%	/	/	/
> Cc1ccc2[nH]c(CNC(=O)c3ccc(F)cc3)cc2c1
  2.1	-2.0%	9.1	-10.3%	0.0%	2.8%	-0.8	1.5	-1.7
> Cc1c(O)nc(SC2CC(=O)N(c3cc(Cl)cc(Cl)c3)C2=O)[nH]c1=O (stereo not given)
  3.4	-0.2%	/	-11.6%	/	-5.2%	/	/	/
